# Screens (PubChem BioAssay)
# TAG inh – reduces triacylglycerol accumulation in H9c2 cells | Nile Red lipid (TAG) fluorescence; cells loaded with 200 µM oleic acid | inhibition, % at 12.5 µM | actives 0.66% (n = 230,000) | AID 651582;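 active = pattern-corrected inhibition of lipid staining of at least 50% with the nuclear-stain viability signal not falling by more than 50%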;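 also: 0% = DMSO wells and 100% = triacsin C control wells; some results filed as inactive read as strong as hits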
# TAG inh DAPI viability – recorded beside TAG inh, whose call it bears; DAPI nuclei signal change (viability), lower = more cytotoxic, %;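 whole-well DAPI fluorescence read on a plate reader as a viability signal; minus 50 percent equals half of cells still viable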
# The depositor's hits bear a star.
Compound	TAG inh	TAG inh DAPI viability
CCN1CCCC1CNC(=O)c1cc2c(-c3cccc(OC)c3)nn(C)c2s1 (configuration not stated)	29	64
O=S1(=O)c2ccc(Br)cc2OC(COCc2ccccc2)CN1Cc1ccccc1 (configuration not stated)	-22	-7
COc1ccccc1-c1nnc(-c2ccc(C)cc2)o1	-6	0
N#C/C(=C(/O)c1cccs1)c1nnc2n1CCCCC2	-2	4
O=C(C1=C[C@H](c2ccc3c(c2)OCO3)C[C@H](OCCCCO)O1)N1CCN(Cc2ccc3c(c2)OCO3)CC1	-76	4
O=C(Cn1nnc(-c2ccccc2Cl)n1)N/N=C/c1ccc2c(c1)OCO2	24	-3
Cn1c(SCC(=O)NC2CCS(=O)(=O)C2)nnc1-c1ccco1 (configuration not stated)	-10	-5
Cc1cc(C(=O)Nc2ccc3c(c2)CCC3)ccc1[N+](=O)[O-]	0	-8
COc1cccc(CNc2nc3cc(-c4cccc(C(F)(F)F)c4)sc3c(=O)n2C)c1	26	8
Cc1ccc(C(=O)NCC(=O)N2CCCCCCC2)cc1	2	7
COc1ccccc1C(OC(=O)c1cccs1)C(=O)NCc1ccco1 (configuration not stated)	-22	-10
COc1ccc(C(CNC(=O)c2ccc(OCc3csc(C)n3)cc2)N2CCCC2)cc1 (configuration not stated)	-16	6
CCCCC(=O)OCCNC(=O)c1cc2ccccc2oc1=O	11	-34
COc1ccccc1NC(=O)C1=C(C)NC(SCC(=O)Nc2ccc(C(=O)O)cc2)=C(C#N)C1c1cccs1 (configuration not stated)	-3	10
CCC(C)(C)NC(=O)c1ccccc1Oc1ccccc1	-3	-4
O=c1c2ccccc2nnn1Cc1ccc(Br)cc1	4	5
O=C(NN1CCN(Cc2ccccc2Cl)CC1)c1ccc(Br)cc1	-4	-5
Cc1cc(NC(=O)CSc2nnc(-c3cccnc3)n2Cc2ccccc2)no1	-1	2
C[C@H]1CCCCO[C@H](CN(C)C(=O)Nc2ccc(F)cc2)[C@@H](C)CN([C@@H](C)CO)C(=O)c2cc(NC(=O)Nc3ccc4c(c3)OCO4)ccc2O1	-10	-3
CCN(CC)C(=O)CSc1ncnc2sccc12	-16	9
CC(=O)Nc1ccc(S(=O)(=O)NCC2CC3CCC2C3)cc1 (configuration not stated)	-18	13
COc1cccc(C(=O)N2CCC(n3nccc3NC(=O)C(OC)c3ccccc3)CC2)c1 (configuration not stated)	6	-2
CCOc1ccc2nc(NC(=O)C(CC)Sc3nc(C)cc(=O)[nH]3)sc2c1 (configuration not stated)	11	4
CC1=C(C(=O)N2CCCC(N3CCN(c4cccc(Cl)c4)CC3)C2)OCCO1 (configuration not stated)	-3	5
Cc1nonc1CN(C)C(=O)c1ccc(OC2CCN(Cc3ccccn3)CC2)cc1	-1	-8
CN(CCOc1ccc(Cl)cc1)C(=O)c1ccc2c(=O)n3c(nc2c1)CCC3	-7	-2
CC(=O)/C(=N/Nc1ccccc1C)N1CCOCC1	-24	4
O=C(/C=C/c1ccccc1)NCCS(=O)(=O)N1CCN(c2ccccc2)CC1	-2	5
CC(C)N(C1=CC(=O)OC12CCCCC2)C(C)C	7	-5
O=S(=O)(c1cccnc1)N1CCn2cccc2C1c1ccccc1F (configuration not stated)	-26	-2

# 3 of the compounds above, with each value named:
> COc1ccccc1NC(=O)C1=C(C)NC(SCC(=O)Nc2ccc(C(=O)O)cc2)=C(C#N)C1c1cccs1 (configuration not stated)
  TAG inh = -3
  TAG inh DAPI viability = 10
> CC(=O)/C(=N/Nc1ccccc1C)N1CCOCC1
  TAG inh = -24
  TAG inh DAPI viability = 4
> CCN1CCCC1CNC(=O)c1cc2c(-c3cccc(OC)c3)nn(C)c2s1 (configuration not stated)
  TAG inh = 29
  TAG inh DAPI viability = 64

# Of the compounds above, these contain two or more sulfur atoms.
Compound	TAG inh	TAG inh DAPI viability
Cn1c(SCC(=O)NC2CCS(=O)(=O)C2)nnc1-c1ccco1 (configuration not stated)	-10	-5
COc1ccccc1NC(=O)C1=C(C)NC(SCC(=O)Nc2ccc(C(=O)O)cc2)=C(C#N)C1c1cccs1 (configuration not stated)	-3	10
CCN(CC)C(=O)CSc1ncnc2sccc12	-16	9
CCOc1ccc2nc(NC(=O)C(CC)Sc3nc(C)cc(=O)[nH]3)sc2c1 (configuration not stated)	11	4

# Next section.
Compound	TAG inh	TAG inh DAPI viability
CCOC(=O)C1CCCN(C(=O)c2cc(S(=O)(=O)N3CCCCC3)ccc2Cl)C1 (configuration not stated)	-14	-4
CCOc1ccc(CN(C)CC(=O)Nc2cc(C)c(C)cc2[N+](=O)[O-])cc1	-17	-3
Cc1cccc(NC(=O)CSCC(=O)Nc2ccccc2C(=O)N2CCCCC2)c1	-3	-1
CS(=O)(=O)N1CCN(c2ccc([N+](=O)[O-])c(NCc3cccnc3)c2)CC1	6	-8
Cc1ccc(-n2c(SCC(=O)Nc3nccs3)nc3c(c2=O)SCC3)cc1	0	-8
OCCNc1nc2ccccc2n1-c1ncnc2sc3c(c12)CCC3	-7	7
Cc1nn(-c2ccccc2)c2c1C(c1ccncc1)C(C#N)=C(N)O2 (configuration not stated)	-1	1
COc1cccc(CN(CCC(C)C)S(=O)(=O)c2cc(Br)ccc2Br)c1	-16	-2
Cc1ccc(C(C)NC(=O)COC(=O)C2=COCCO2)cc1C (configuration not stated)	-22	3
COC(=O)c1ccc2c(c1)nc(C)n2CCO	-13	-5
CCCCCC(=O)N1C[C@H](O)[C@@H](n2cc(COC(=O)c3ccccc3)nn2)C[C@@H]1c1ccc(OC)cc1	-14	-1
CC(=O)Nc1ccc(S(=O)(=O)N(C)CC(=O)OC(C)C(=O)NC2(C#N)CCCCC2)cc1 (configuration not stated)	-3	2
O=C(Nc1ccc(F)c(Cl)c1)C1CC(=O)N(Cc2ccco2)C1 (configuration not stated)	0	-4
CC1(C(=O)NS(=O)(=O)c2ccccc2)CCN1C(=O)Cc1ccccc1 (configuration not stated)	4	5
COc1ccc(C(=O)c2c(-c3ccc(OC)cc3)oc3ccc(-c4ccc(OC)nc4)cc23)cc1	-3	6
O=C1CCCC(=O)C1=Cc1c[nH]c2ccccc12	-5	2
C[C@H]1CN([C@@H](C)CO)C(=O)c2cccc(NC(=O)c3nc4ccccc4s3)c2O[C@H]1CN(C)C(=O)Nc1ccc(F)cc1	12	8
COc1ccc(C(CCN)Cc2ccccc2)cc1 (configuration not stated)	13	0
N#Cc1cccc(-c2cn(S(=O)(=O)c3ccc(Cl)cc3)nc2N)c1	-29	1
O=C(CCS(=O)(=O)c1ccc(Cl)cc1)Nc1ccc(N2CCOCC2)cc1	-6	3
O=C(CCCO)NC1Cc2ccccc2C1	-3	5
CC(=O)N1CCc2cc(Br)cc(S(=O)(=O)NCC3CCCO3)c21 (configuration not stated)	-17	-10
COc1ccc(NS(=O)(=O)c2ccc3oc(SC4CCOC4=O)nc3c2)cc1 (configuration not stated)	5	-12
C[C@H](CO)N1C[C@H](C)[C@@H](CN(C)C)Oc2c(NC(=O)C3CC3)cccc2C1=O	12	1
O=C(O)C1C(c2ccccc2)=C1c1ccc(Br)cc1 (configuration not stated)	-4	14
CCCOc1ccc(C(=O)Nc2ccc(N3CCN(C(C)=O)CC3)cc2)cc1	33	-2
O=C(Nc1ccccc1N1CCOCC1)c1cc(-c2ccco2)nc2ccccc12	-1	-2
CN(C)CCn1c(=O)n(-c2cccc(Cl)c2)c(=O)c2c3c(sc21)CCCCC3	8	13
COCCCn1c(SCC(=O)c2ccccc2)nc2ccccc2c1=O	-9	-2
O=S(=O)(NC1CC(NS(=O)(=O)OCC(Cl)(Cl)Cl)C2CCCCC12)OCC(Cl)(Cl)Cl (configuration not stated)	-11	-3

# Next part.
Compound	TAG inh	TAG inh DAPI viability
CC(NC(=O)COC(=O)C1=NN(c2ccccc2)C(=O)CC1)c1ccccc1 (configuration not stated)	-15	2
Cc1nnc(NC(=O)c2cccc(S(=O)(=O)N3CCOCC3)c2)s1	-9	-4
c1ccc(C[C@H]2CNCCN2CC2CCCCC2)cc1	-6	2
CN(CCc1ccccc1)C(=O)c1cccc(NC(=O)Cc2cccc(NC(=O)C3CCN(C(=O)C4CCCCC4)CC3)c2)c1	-19	8
OC(c1cccc(F)c1)c1ncc(-c2ccc(C(F)(F)F)cc2)[nH]1 (configuration not stated)	-15	8
CC(=O)Nc1cccc(/C(C)=N/NC(=O)c2ccc(Cl)cc2Cl)c1	-11	-2
CCOC(=O)C1CCCN(C(=O)COC(=O)c2ccc(C#N)cc2)C1 (configuration not stated)	-1	-2
Cc1ccc2c([N+](=O)[O-])c(C)ccc2n1	-13	-4
CCOC(=O)C(C)Oc1ccc(OCc2ccccc2)cc1 (configuration not stated)	5	-4
COc1ccc(NC(=O)c2oc3ccccc3c2NC(=O)C2CCCO2)cc1OC (configuration not stated)	24	-16
C/C(=N\N=C(N)N)c1ccc(C)c(C)c1	4	-12
Cc1c(NC(=O)CN2CCN(c3ccc([N+](=O)[O-])cc3)CC2)c(=O)n(-c2ccccc2)n1C	4	4
CN1C(=O)C(/C(N)=N/NC(=O)c2ccccc2)C2CC1(C)Oc1ccccc12 (configuration not stated)	15	-15
CCOC(=O)C1C(=O)NC(c2ccccc2)=NC1c1ccccc1 (configuration not stated)	-1	4
Cc1ccccc1NC(=O)CC1C(=O)Nc2ccccc2N1CC(=O)N(C)C1CCS(=O)(=O)C1 (configuration not stated)	15	-16
CC1(Cc2ccccc2C#N)C(=O)Nc2ccc(-c3ccc4[nH]ccc4c3)cc21 (configuration not stated)	29	-24
O=C(NCc1ccccc1)C(=O)Nc1nc(-c2ccccc2)cs1	4	-1
Cc1ccc(NS(=O)(=O)c2c(C)ccc3nsnc23)c([N+](=O)[O-])c1	0	3
O=C(Nc1cccc(F)c1)/C(=C\c1ccco1)NC(=O)c1cccs1	3	8
O=C(Nc1cc(S(=O)(=O)N2CCOCC2)ccc1N1CCCCC1)c1ccccc1	6	-7
COc1ccc(Cl)c(OC)c1C(=O)NC(=O)Nc1c(F)cc(F)cc1F	-3	1
COc1ccc(OC)c(C2C(C(=O)c3ccccc3)=C(C)Nc3nc4ccccc4n32)c1 (configuration not stated)	-11	9
CCOC(=O)C1CCN(c2nc(-c3ccc(Br)cc3)nc3ccccc23)CC1	22	-4
CC(C)C(=O)Nc1ccc(C(=O)N2CCCCCC2)cc1	-13	4
O=C(Cc1ccccc1)NCC(=O)N1CCCCC1	-11	11
COc1ccc2oc(C(=O)OC(C)C(=O)Nc3ccc(N4CCOCC4)cc3)c(C)c2c1 (configuration not stated)	22	3
CCc1[nH]nc2c1C(c1cccnc1)C(C#N)=C(N)O2 (configuration not stated)	0	24
NC(=O)/C=C/C(=O)Nc1ccc(Cl)cc1	17	1
COc1cc(C)ccc1OCc1cc(C(=O)NC(C)Cn2cncn2)no1 (configuration not stated)	16	-7
COC(=O)C(C)N=Cc1ccccc1 (configuration not stated)	-1	-8

# Molecules above that contain a CF3 group (2):
Compound	TAG inh	TAG inh DAPI viability
COc1cccc(CNc2nc3cc(-c4cccc(C(F)(F)F)c4)sc3c(=O)n2C)c1	26	8
OC(c1cccc(F)c1)c1ncc(-c2ccc(C(F)(F)F)cc2)[nH]1 (configuration not stated)	-15	8

# (list continues)
Compound	TAG inh	TAG inh DAPI viability
CCOc1ccc(N2C(=O)CC(N(Cc3ccco3)C(=O)CC)C2=O)cc1 (configuration not stated)	-5	3
COc1ccc(NC(=O)c2ccc[n+]([O-])c2)cc1	0	-4
Cc1ccc(OC(=O)CCC(=O)Nc2ccc(C)c(C)c2)cc1	2	1
COC(=O)NNC(=O)/C=C/c1ccccc1	3	-5
O=C(NCCCc1ccccc1)c1cc([N+](=O)[O-])ccc1Cl	3	-9
N#CC1=C(N)N2C(=C(C#N)C1c1cccc(Br)c1)Nc1ccccc12 (configuration not stated)	-19	4
COC(=O)c1ccc(S(=O)(=O)N2CCOCC2)o1	-6	8
CC(C(=O)NCc1ccc2c(c1)OCO2)N(c1ccccc1)S(C)(=O)=O (configuration not stated)	10	-11
CC(=O)c1cccc(-c2ccnc3c2CC(C(=O)Nc2ccc(F)c(Cl)c2)O3)c1 (configuration not stated)	44	-33
Clc1ccccc1CNc1nc2ccccc2n2cnnc12	-38	-3
O=C(/C=C/c1ccccc1[N+](=O)[O-])OCC(=O)N1CCCC1	-6	-1
CS(=O)(=O)NCCn1ccc2ccccc21	3	4
CC[C@]12C(=O)N(C)C[C@H]([C@@H]3C(=O)N(C)C(=O)[C@@H]31)N2C(=O)c1ccccc1	-31	1
COc1ccc(N2CC(C(=O)Nc3nnc(SCC(=O)N4CCCC4)s3)CC2=O)cc1 (configuration not stated)	16	-16
CC(C)(C)Cc1nc(-c2ccccn2)no1	-20	8
Cc1ccc(S(=O)(=O)Nc2ccc(N(C)S(=O)(=O)c3ccc(C)cc3)cc2)cc1	-6	-2
O=C1/C(=C/c2cccnc2)Sc2ccccc21	6	0
CC(=O)N[C@@H](C)c1nc2ccccc2n1CCCN1CCN(c2nc(-c3ccc(C)cc3)cs2)CC1	6	-5
CC(C)(C)c1ccc(C(=O)NCCC(=O)Nc2ccc3c(c2)OCCO3)cc1	16	-3
Cc1nnc(SCC(=O)Nc2ccc(S(=O)(=O)N3CCCC3)cc2)n1N	-4	-5
CCOC(=O)C1=C(CC)Nc2ccccc2N=C1NC(=O)c1cccc(S(=O)(=O)N2CCOCC2)c1	11	-6
O=C(CNC(=O)c1ccccc1)NCC(=O)OCC(=O)c1ccc([N+](=O)[O-])cc1	4	6
COc1cc(/C=C(\CC(=O)O)c2nc3ccccc3s2)cc(OC)c1O	1	8
COc1ccccc1OCCNC(=O)Cc1ccc(S(=O)(=O)N2CCOCC2)s1	0	-5

# A portion of the library, so the mix of outcomes need not match the whole.
